Bioassay records as filed in PubChem BioAssay.
TEAD-YAP inh: TEAD-YAP interaction inhibition, primary screen, TEAD-YAP interaction inhibitor project, luminescence, HEK-TIYL cells. 1.4% of 640,000 active. inhibition, % at 9.12 µM. TEAD-Gal4/YAP UAS-luciferase luminescence; in the data active means inhibition above about 32%;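 further: 0% = median of test compound wells and 100% = reference inhibitor wells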
GPR151 activ: activators of human GPR151, primary screen, cell-based, PathHunter beta-arrestin, luminescence. AID 1508602, 2020. activation, % at 11.2 µM. G-protein coupled receptor 151 (Homo sapiens), Q8TDV0. PathHunter beta-arrestin GPR151 cells. 1% of 650,000 active; in the data active means activation above about 4.9%;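 further: 0% = median of compound wells and 100% = cells with positive control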
Target sequence (Q8TDV0 whole entry, looked up): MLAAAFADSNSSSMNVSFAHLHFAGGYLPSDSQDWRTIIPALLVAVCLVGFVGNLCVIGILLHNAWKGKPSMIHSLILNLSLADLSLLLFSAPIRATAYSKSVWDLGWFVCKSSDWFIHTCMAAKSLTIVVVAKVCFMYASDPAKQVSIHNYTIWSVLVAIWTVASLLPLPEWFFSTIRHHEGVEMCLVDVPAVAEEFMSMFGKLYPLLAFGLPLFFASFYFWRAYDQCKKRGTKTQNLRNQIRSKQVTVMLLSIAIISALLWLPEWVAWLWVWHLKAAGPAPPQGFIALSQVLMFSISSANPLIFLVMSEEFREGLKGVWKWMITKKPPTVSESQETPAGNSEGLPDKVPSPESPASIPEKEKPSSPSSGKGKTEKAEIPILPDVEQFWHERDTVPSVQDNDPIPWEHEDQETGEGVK
FBW7 act: FBW7 E3 ligase activators, primary screen, biochemical, AlphaScreen, human. F-box/WD repeat-containing protein 7 (Homo sapiens), Q969H0. AlphaScreen FBW7–phospho-cyclin E peptide binding, activator screen. normalized activity (activation), % at 26.1 µM. 0.13% of 650,000 active. AID 1259310, 2017; in the data active means normalized activity above about 1.9%;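 further: purified mutant Fbw7 with reduced substrate affinity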
Target sequence (Q969H0 whole entry, looked up): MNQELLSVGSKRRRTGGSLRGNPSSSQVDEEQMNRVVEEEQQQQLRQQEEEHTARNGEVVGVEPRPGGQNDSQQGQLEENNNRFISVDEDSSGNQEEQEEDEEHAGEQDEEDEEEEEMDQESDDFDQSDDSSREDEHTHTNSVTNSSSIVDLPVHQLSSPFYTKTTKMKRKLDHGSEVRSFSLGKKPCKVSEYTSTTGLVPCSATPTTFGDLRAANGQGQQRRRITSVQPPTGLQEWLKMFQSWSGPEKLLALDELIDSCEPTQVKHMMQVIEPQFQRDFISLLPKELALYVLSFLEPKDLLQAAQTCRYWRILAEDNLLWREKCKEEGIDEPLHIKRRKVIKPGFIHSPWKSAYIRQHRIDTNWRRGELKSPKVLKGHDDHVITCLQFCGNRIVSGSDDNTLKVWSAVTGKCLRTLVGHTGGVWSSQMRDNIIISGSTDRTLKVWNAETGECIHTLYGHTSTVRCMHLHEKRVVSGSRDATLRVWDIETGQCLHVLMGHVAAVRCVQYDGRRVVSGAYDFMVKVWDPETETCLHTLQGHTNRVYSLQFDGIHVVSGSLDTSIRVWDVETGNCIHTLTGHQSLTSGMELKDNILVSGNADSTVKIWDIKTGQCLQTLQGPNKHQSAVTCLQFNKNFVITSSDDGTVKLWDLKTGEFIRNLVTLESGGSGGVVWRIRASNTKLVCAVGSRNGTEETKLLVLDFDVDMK
MITF inh: MITF inhibitors, primary screen, biochemical, AlphaScreen, human. 0.91% of 650,000 active. AlphaScreen MITF homodimerization, bead proximity signal. inhibition, % at 2.6 µM; in the data active means inhibition above about 50%;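 further: 0% = vehicle wells with protein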
Active calls of the source: *.

entry	Compound	TEAD-YAP inh	GPR151 activ	FBW7 act	MITF inh
1	CC(C)(C)C(=O)Nc1ccc(C(=O)N/N=C/c2ccccc2O)cc1	-4.5	2.0	-0.1	4.3
2	Cc1cc(Cl)ccc1NC(=O)/C(=C/c1ccc2c(c1)OCO2)NC(=O)c1ccccc1Br	12.1	1.4	0.0	-6.3
3	C#CCOc1c(Br)cc(/C=c2\sc3nc4c(C)cc(C)cc4n3c2=O)cc1OC	-10.1	0.0	0.1	8.0
4	O=C1N[C@@H](Cc2ccc(O)cc2)C(=O)N2CCN(C(=O)NC3CCCCC3)C[C@H]12	-0.7	-1.0	-0.4	69.8*
5	Cc1ccc(C2=N/C(=C\c3ccccc3OCc3ccccc3)C(=O)O2)cc1	41.4*	0.7	0.1	-2.7
6	CCOc1ccc(CN2CCN(Cc3cccc(O)c3)CC2CCO)cc1 (stereo unspecified)	-2.1	-2.4	0.0	-7.8
7	Cc1cccc(-c2nc(N3CCC(C)CC3)c3ccccc3n2)c1	6.0	-0.7	1.1	-1.0
8	O=C1NC2(CCN(C(=O)Cc3ccc(Cl)cc3)CC2)Oc2ccccc21	-20.5	0.2	0.0	1.7
9	Cn1c(=O)c2ccccc2n2c(SCc3cccnc3)nnc12	15.7	3.3	0.0	8.2
10	CC(=O)Nc1ccc(NC(=O)c2c(Cl)cccc2Cl)cc1	-6.6	1.3	-0.1	-6.5
11	Nc1c(Br)c(Br)c(N)c2c1C(=O)c1ccccc1C2=O	8.5	0.1	-0.1	22.7
12	Cc1cc(NC(=O)c2ccccc2I)no1	-25.6	-1.3	0.2	10.8
13	Cc1c(C2=N/C(=C/c3ccccc3Cl)C(=O)O2)cccc1[N+](=O)[O-]	-11.8	-0.5	0.0	11.4
14	Cc1cc(C)n(-c2nc(-c3ccccc3)cc(=O)n2CC(=O)N2CCCCCC2)n1	-4.8	1.4	0.0	-5.7
15	O=C(CCn1cncn1)N1CCC[C@@H]2CN(Cc3ccc(F)cc3)CC[C@H]21	3.4	0.4	0.1	7.8

Entries of single compounds as entered above. Order of screens: TEAD-YAP inh, GPR151 activ, FBW7 act, MITF inh
Entry for Cn1c(=O)c2ccccc2n2c(SCc3cccnc3)nnc12 → 15.7, 3.3, 0.0, 8.2
Entry for O=C1N[C@@H](Cc2ccc(O)cc2)C(=O)N2CCN(C(=O)NC3CCCCC3)C[C@H]12 → -0.7, -1.0, -0.4, 69.8*
Entry for O=C(CCn1cncn1)N1CCC[C@@H]2CN(Cc3ccc(F)cc3)CC[C@H]21 → 3.4, 0.4, 0.1, 7.8
Entry for C#CCOc1c(Br)cc(/C=c2\sc3nc4c(C)cc(C)cc4n3c2=O)cc1OC → -10.1, 0.0, 0.1, 8.0
Entry for Cc1cccc(-c2nc(N3CCC(C)CC3)c3ccccc3n2)c1 → 6.0, -0.7, 1.1, -1.0

(next part)
entry	Compound	TEAD-YAP inh	GPR151 activ	FBW7 act	MITF inh
16	Cc1c2cn[nH]c(=O)c2c(C)n1Cc1ccccc1Cl	-12.6	-1.1	-0.1	2.9
17	COc1ccc(NC(=S)NCCCN(C)C)cc1	-3.8	-0.3	-0.2	-9.5
18	O=C(COC(=O)c1ccc(CO)cc1)NCc1cccs1	3.7	0.8	0.3	12.4
19	COc1cc(/C=C2\C(=O)NC(=O)N(c3cccc(C)c3C)C2=O)ccc1OC(C)C(=O)O (stereo unspecified)	8.8	-0.8	-0.4	-9.1
20	Cc1ccc(S(=O)(=O)N2C(=O)c3ccccc3C2=O)cc1	8.1	-0.1	0.2	3.3
21	Cc1ccc(CNC(=O)c2cc(S(=O)(=O)N3CCOCC3)cn2C)o1	-5.2	2.1	0.0	-3.9
22	COc1ccc(-c2cc(N3CCc4ccccc43)ncn2)cc1	-19.4	2.7	0.4	-0.5
23	COC(=O)c1cc(C(O)(C(F)(F)F)C(F)(F)F)c(N)s1	5.4	1.3	0.0	15.8
24	O=C1CN(C(=O)COC(=O)c2ccc(I)cc2)c2ccccc2N1	7.0	0.9	0.3	6.1
25	O=C(NCCO)c1cnc(NC2CCN(Cc3ccccc3)CC2)s1	3.0	7.2*	-0.1	-2.0
26	CCOCC(=O)Nc1nc2ccccc2s1	-45.3	-1.9	0.7	-1.3
27	CC(=O)Nc1ccc(NC(=O)COC(=O)c2cc(=O)c3ccccc3o2)cc1	12.8	-1.7	0.8	4.5
28	O=C1N[C@@H](Cc2ccccc2)C(=O)N2CCN(C(=O)Oc3ccc(F)cc3)C[C@H]12	4.1	-0.4	0.1	21.1
29	CC1(C)Cc2c(ccc3ccccc23)C(=NCCCC(=O)O)N1	-0.2	0.5	-0.1	-1.9
30	O=C(NCc1ccco1)c1ccc2c(=O)n(C3CCCCC3)c(=S)[nH]c2c1	4.2	-1.3	0.1	9.8
31	CCN(CCO)C(=O)CC1(c2ccccc2F)CC(=O)N(CCOC)C1=O (stereo unspecified)	-21.9	-1.5	-0.1	-7.8
32	COc1ccccc1C(=O)NCC(=O)OC(C)C(=O)NC(=O)NC1CCCCC1 (stereo unspecified)	-12.7	-1.1	0.5	16.4
33	Cc1cnc(Nc2ccccn2)nc1NC1CC1	-7.7	-1.2	-0.2	3.6
34	N#CC1=C(N)Oc2cc(O)ccc2C1C1CCCCC1 (stereo unspecified)	22.5	1.1	0.1	0.0
35	Cc1c(C(=O)Nc2ccc(S(=O)(=O)Nc3nccs3)cc2)cccc1[N+](=O)[O-]	-8.2	-0.8	-0.3	2.4
36	CN1CCN(C(=O)c2cc3c(n(-c4ccccc4)c2=O)CC(C)(C)CC3=O)CC1	-12.2	0.4	-0.1	-1.6
37	C=C1C(C(=O)N2CCOCC2)C1C(=O)N1CCOCC1 (stereo unspecified)	-6.9	5.4*	-0.1	12.5
38	COc1ccc(Nc2nc(Cl)nc(Nc3ccc(Cl)cc3)n2)cc1	10.0	3.5	-0.1	-3.3
39	CCCOC(=O)c1ccc2c(c1)C(=O)NC2=O	-3.3	-1.6	-0.1	-8.5
40	Cc1cc(NS(=O)(=O)c2ccc(NC(=O)Nc3cccc(Cl)c3)cc2)no1	-2.3	-0.7	0.4	9.2
41	Cc1nc(C)c(C(=O)N2CCC3(CC2)CC3C(=O)Nc2ccc(F)c(F)c2)s1 (stereo unspecified)	7.8	1.1	-0.1	-0.1
42	O=C(CCCC(=O)N(CC(=O)NC1CCCCC1)c1ccc(F)cc1)Nc1ccccn1	4.2	0.3	-0.1	5.3
43	CCOC(=O)C(C)NC(=O)c1cc2c(=O)oc3ccc(C)cc3c2s1 (stereo unspecified)	1.5	0.8	0.0	-6.7
44	COc1ccc2cc(-c3nnc(Nc4ccccc4OC)s3)c(=O)oc2c1	-17.9	0.1	0.0	5.3
45	CN(C)n1c(-c2ccccc2)c(Oc2ccc([N+](=O)[O-])cc2)sc1=Nc1ccccc1	1.1	-0.5	-0.2	-4.7

(list continues)
# | structure | TEAD-YAP inh | GPR151 activ | FBW7 act | MITF inh
46 | Cc1csc(CN(C)C(=O)CC2C(=O)NCCN2Cc2ccc(-c3ccccc3)cc2)n1 (stereo unspecified) | -8.2 | -0.2 | -0.1 | -4.4
47 | c1ccc(-n2cnc3c(NCc4nc5ccccc5[nH]4)nc(N4CCN(Cc5ccc6c(c5)OCO6)CC4)nc32)cc1 | 71.0* | -0.2 | 0.0 | 16.5
48 | Cc1ccc(N2C(=O)Cc3c2nc(N)c2c(N)nc(N4CCCCC4)c(C#N)c32)cc1 | 5.4 | -2.5 | 0.2 | 11.8
49 | CCN1CCN(C(=O)c2ccc(N3CCC(NCc4cnn(C)c4)CC3)cc2)CC1 | 19.6 | -1.2 | 0.1 | 17.4
50 | O=C1CCCN1CCP(=O)(O)CN1CCCCCC1 | -3.4 | -1.4 | -0.3 | -10.5
51 | Nc1ncc(S(=O)(=O)c2cccc(C(F)(F)F)c2)c(-c2ccncc2)n1 | -8.0 | 0.0 | 0.0 | -5.4
52 | O=C1C2C3C=CC(C4CC34)C2C(=O)N1c1cc([N+](=O)[O-])ccc1Cl (stereo unspecified) | 3.8 | -0.6 | 0.0 | 11.0
53 | Nc1nonc1-c1nc2ccccc2n1Cc1c(Cl)cccc1Cl | 1.4 | -0.1 | -0.1 | -0.8
54 | CCN(CC)c1nc(C)nc2c1sc1nc3c(cc12)COC(C)(C)C3 | -4.0 | -0.1 | 0.0 | 15.9
55 | COc1ccc(NC(=O)CSc2nc(-c3ccc(OC)cc3)cn2-c2ccc(OC)cc2)cc1 | 10.9 | 0.1 | 0.2 | 15.0
56 | Cc1ccc(-c2cc(C(F)(F)F)n3ncc(C(=O)Nc4ccccc4Cl)c3n2)cc1 | 1.0 | -1.4 | 0.7 | -4.0
57 | CN(C)CCNCCCOc1cccc(Oc2ccccc2)c1 | 2.9 | 3.4 | -0.1 | -37.6
58 | CC(C)CCNC(CC(=O)Nc1ccc(Oc2ccccc2)cc1)C(=O)O (stereo unspecified) | 10.0 | 1.3 | 0.1 | 7.7
59 | Cc1cccc(OCC(=O)N/N=C/c2c(C)[nH]n(-c3ccccc3)c2=O)c1C | -9.5 | -0.8 | -0.1 | -24.3
60 | O=C(COC(=O)c1ccc2c(c1)C(=O)N(c1cccc(Cl)c1Cl)C2=O)c1ccc(Br)cc1 | 2.2 | 0.2 | -0.3 | 1.4
61 | CCOc1cc(C2C(C(=O)OC)=C(C)NC3=C2C(=O)CC(c2ccccc2)C3)cc(Cl)c1O (stereo unspecified) | 14.2 | -0.4 | 0.0 | 4.2
62 | CC1CCCN(c2nc3c(c(=O)[nH]2)CCN(CC2CCC=CO2)C3)C1 (stereo unspecified) | -4.2 | 9.5* | 0.5 | -1.6
63 | CCOC(=O)c1cc2sccc2n1CCCC#N | 10.4 | 1.3 | -0.1 | -1.4
64 | CSc1ccc(NC(=O)C2CC23CCN(C(=O)C2=CCCC2)CC3)cc1 (stereo unspecified) | 0.7 | -1.3 | 0.0 | -6.3
65 | O=C(CC1(c2ccccc2)CC(=O)N(Cc2cccs2)C1=O)N1CCc2ccccc2C1 (stereo unspecified) | 0.4 | -0.6 | 0.1 | -0.7
66 | Cc1ccc(S(=O)(=O)CCc2nnc(NC(=O)c3ccc([N+](=O)[O-])cc3)s2)cc1C | 9.5 | -0.2 | -0.1 | 8.4
67 | CCCc1noc(-c2cc(-c3ccncc3)nc3ccccc23)n1 | 11.6 | 2.8 | -0.1 | 3.1
68 | COc1ccccc1S(=O)(=O)N1CCC(c2nc(-c3ccc(C)cc3)no2)CC1 | -8.1 | -0.7 | 0.0 | -1.3
69 | CCCc1[nH]nc2c1C(C1CCCCC1)C(C#N)=C(N)O2 (stereo unspecified) | -1.6 | 3.6 | -0.2 | 0.6
70 | Cc1c(C(=O)OC(C)C)sc(NC(=O)c2cccnc2)c1C#N | -16.0 | 4.5 | 0.1 | -1.0
71 | COc1ccc(C(NC(=O)c2cc(OC)c(OC)c(OC)c2)c2cc([N+](=O)[O-])c3cccnc3c2O)cc1OC (stereo unspecified) | 9.2 | 0.6 | -0.1 | 5.1
72 | COc1cccc(NC(=O)CN2CCN(c3ccc(Cl)cc3)CC2)c1 | 0.0 | 0.0 | 0.0 | -6.5
73 | CN(c1ccc(C(=O)NCCNC(=O)c2ccc(N(C)S(=O)(=O)c3ccccc3)cc2)cc1)S(=O)(=O)c1ccccc1 | 1.3 | 1.0 | -0.1 | 1.3
74 | COc1ccc(NC(=O)c2ccc(N3CCN(Cc4ccccc4)CC3)c([N+](=O)[O-])c2)cc1 | 1.2 | 2.2 | 0.2 | 20.2
75 | C/C(=N\NC(=O)COc1ccc(Cl)cc1)c1ccc(Cl)s1 | -3.3 | 1.4 | -0.1 | -9.0
76 | COc1cccc(C(=O)NCCSc2c[nH]c3ccccc23)c1OC | -9.1 | 0.5 | 0.0 | -7.6
77 | CC(C)N(C(=O)CSc1nnc(C2CCCCC2)n1N)c1ccccc1 | 3.6 | 1.6 | -0.1 | 6.7
78 | CCOC(=O)c1ccc(NC(=O)CN(c2ccc(Cl)cc2)S(=O)(=O)c2ccc(OC)cc2)cc1 | 6.2 | 3.1 | 0.0 | 4.7
79 | COc1ccccc1NC(=O)Nc1ccnn1C1CCN(C(=O)COc2ccccc2)CC1 | -18.3 | -0.7 | 0.0 | 5.2
80 | CN(CCc1ccccc1)C1CCCN(S(=O)(=O)c2cccnc2)C1 (stereo unspecified) | -8.1 | 1.2 | 0.3 | 21.0
81 | O=C1OC(c2ccccc2)=N/C1=C\c1ccc(I)cc1 | -2.6 | -0.2 | 0.1 | 1.2
82 | COc1cc2[nH]c(=O)c(C(=O)NCCCO)c(O)c2cc1OC | 0.9 | -0.1 | -0.4 | -8.9
83 | O=C(O)c1cccn1Cc1ccc(Cl)cc1 | -4.9 | 1.2 | 0.0 | -4.1
84 | Cc1cccc(-n2c(=O)[nH]c3c(C(N)=O)nc(-c4cccc(O)c4)nc32)c1 | 13.8 | 0.4 | -0.2 | 6.3
85 | C/C(CC(=O)Nc1ccc(F)cc1F)=N\NC(=O)c1ccc([N+](=O)[O-])cc1 | -23.2 | 2.3 | 0.2 | 0.3
86 | Cc1c(C(=O)N(C)Cc2ccccc2)sc2nc(C)n(C)c(=O)c12 | -1.1 | -1.6 | 0.0 | 3.7
87 | CCOC(=O)c1c(NC(=O)c2cccc(Br)c2)sc2c1CCCCC2 | 6.7 | 1.2 | 0.2 | 3.5
88 | COc1ccc(NC(=O)CSc2ncccc2-c2nc3ccccc3[nH]2)cc1 | 11.2 | -0.4 | 0.1 | 4.9
89 | COCCCn1c(C)cc(C(=O)COc2cc3oc(=O)cc(C)c3cc2Cl)c1C | 2.1 | -1.8 | 0.2 | 5.8
90 | COc1cc(Nc2nc(-c3ccc(C(=O)NC4CC4)cc3)nc3c2ncn3CCN2CCCC2=O)cc(OC)c1OC | -0.6 | -0.5 | 0.2 | 11.0
